Screening results from PubChem BioAssay.
RGS4 act = potentiators or activators of RGS4; hit rate 0.92% among 310,000; B-score at 10 µM; HEK293 M3R/inducible RGS4, carbachol calcium flux Fluo4; hits give low values;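 active = B-score of the integrated calcium signal more than 4 SD below the library mean, with starting fluorescence not abnormally high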;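 note: negative B-score means reduced calcium response which marks RGS4 activation or potentiation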
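test system = M3R-expressing HEK293 line, RGS4 induced by doxycycline | probe or stimulus = carbachol at ECmax as muscarinic agonist stimulus | timing = dye loading 30 min 37 °C, buffer rest 30 min RT | signal = calcium dye Fluo4 fluorescence | evaluation = B score from integrated fluorescence ratio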
HDAC3 inh = inhibitors of human histone deacetylase 3 | recombinant HDAC3, fluorogenic peptide/trypsin coupled, fluorescence | inhibition, % at 8.3 µM | hit rate 0.15% among 320,000 | AID 2718; in the data active = inhibition above about 26%, passing the limit was not always enough
Target sequence (O15379 whole entry, looked up): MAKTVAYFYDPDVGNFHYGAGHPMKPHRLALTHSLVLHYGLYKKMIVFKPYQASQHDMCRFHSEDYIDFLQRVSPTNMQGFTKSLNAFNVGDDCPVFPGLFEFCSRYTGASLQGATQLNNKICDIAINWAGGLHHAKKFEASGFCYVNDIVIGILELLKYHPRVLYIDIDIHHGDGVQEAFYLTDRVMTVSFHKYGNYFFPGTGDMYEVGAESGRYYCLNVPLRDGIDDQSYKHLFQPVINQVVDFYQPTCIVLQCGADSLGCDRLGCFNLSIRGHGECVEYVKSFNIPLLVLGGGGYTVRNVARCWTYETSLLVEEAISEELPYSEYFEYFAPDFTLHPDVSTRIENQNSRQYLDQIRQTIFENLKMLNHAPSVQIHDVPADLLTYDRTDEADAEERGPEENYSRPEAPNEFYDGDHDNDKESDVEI
ANO1 block = blocks the mouse calcium-activated chloride channel TMEM16A; Q8BHY3; HEK293 TMEM16A/YFP iodide influx fluorescence, ionomycin; normalized B-score (activity score, 25-100; higher = stronger inhibition) at 10 µM; hit rate 1.2% among 310,000; AID 588511;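 active = ratio plate-corrected score three or more library SD toward inhibition, starting fluorescence score within five deviations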;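 note: score derived from kinetic fluorescence span divided by baseline fluorescence per well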
SKKanGAS inh = inhibitors of SKKanGAS S. pyogenes growth in kanamycin (SK-promoter or general growth effect); BacTiter-Glo, 6 h; inhibition, % at 7.5 µM; hit rate 1.3% among 300,000;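 active = mean replicate score, as percent of positive control median, at least 50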;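 note: strain carries kanamycin resistance gene driven by streptokinase promoter and grows in 40 µg/ml kanamycin; loss of luminescence reflects streptokinase promoter inhibition or plain growth inhibition; 0% = median of DMSO wells and 100% = positive control at its reference dose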
KCNK3 block = human KCNK3 channel inhibition, primary screen. hit rate 0.84% among 340,000. B-score at 10 µM. O14649. CHO-KCNK3 thallium flux, FluxOR fluorescence; hits give low values;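 active = B-score under library mean minus 4 SD, starting fluorescence ratio at most library mean plus 5 SD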;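 note: more negative B-score means stronger inhibition of thallium flux through KCNK3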
RGS4 block = human RGS4 inhibition; P49798; HEK293 M3R/RGS4 inducible, Fluo-4 calcium flux; hits give high values; triggered by carbachol at its EC20; B-score at 10 µM; hit rate 0.45% among 310,000;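 active = B-score, a plate-corrected calcium signal, over three deviations above library mean, with baseline fluorescence within five deviations of library mean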;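 note: RGS4 expression induced by doxycycline in cells with stable M3 receptor; B-score is computed from the integrated fluorescence ratio over baseline after carbachol; higher B-score means a larger calcium signal and so more RGS4 inhibition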
KCNQ1 act = potentiators or activators of human KCNQ1 potassium channel | P51787 | CHO-K1 KCNQ1, thallium flux FluxOR fluorescence; hits give high values | B-score at 10 µM | hit rate 0.35% among 310,000 | AID 2648;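 active = fluorescence ratio B-score, a plate-corrected score, at least three library SD, with initial intensity B-score within 5 SD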
Target sequence (P51787 whole entry, looked up): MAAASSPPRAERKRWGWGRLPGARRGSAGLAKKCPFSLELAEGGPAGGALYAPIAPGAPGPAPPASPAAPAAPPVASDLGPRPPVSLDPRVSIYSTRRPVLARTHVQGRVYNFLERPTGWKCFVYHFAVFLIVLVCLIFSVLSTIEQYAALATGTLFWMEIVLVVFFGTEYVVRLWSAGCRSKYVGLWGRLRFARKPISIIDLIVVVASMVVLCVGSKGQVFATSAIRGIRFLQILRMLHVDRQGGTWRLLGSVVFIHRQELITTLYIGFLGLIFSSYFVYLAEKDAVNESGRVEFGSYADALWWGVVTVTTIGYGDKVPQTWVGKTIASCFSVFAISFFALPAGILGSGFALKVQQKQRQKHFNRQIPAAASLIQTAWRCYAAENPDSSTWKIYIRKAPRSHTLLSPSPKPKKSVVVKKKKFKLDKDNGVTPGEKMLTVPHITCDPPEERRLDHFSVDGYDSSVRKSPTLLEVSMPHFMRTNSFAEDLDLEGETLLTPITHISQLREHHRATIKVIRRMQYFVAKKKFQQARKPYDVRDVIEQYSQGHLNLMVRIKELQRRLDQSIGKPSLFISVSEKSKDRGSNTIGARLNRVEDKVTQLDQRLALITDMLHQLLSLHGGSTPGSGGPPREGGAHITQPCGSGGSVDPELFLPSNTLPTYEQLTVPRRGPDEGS
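System: Stable KCNQ1 CHO-K1 line | Incubation: 90 min dye loading and 20 min compound exposure, both at room temperature | Measure: Ratio B score | Medium: Assay buffer for compound exposure, DMSO matched across wells | Compound dosing: Single-concentration screen | Probe or stimulus: K+/Tl+ depolarizing stimulus | Measured by: Kinetic FluxOR fluorescence, 10 s baseline plus 110 s post-stimulus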
hERG rescue = shields human hERG channel from block by proarrhythmic agents; Q12809; CHO-hERG, FluxOR thallium flux, dofetilide IC70 present; activation (rescue from dofetilide block), less the hit threshold, % at 10 µM; hit rate 0.51% among 310,000;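 active = activation above the mean of controls blocked by dofetilide plus 5 SD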;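 note: thallium influx through hERG after potassium depolarization seen as dye fluorescence rise; in these data hits start at about 4.7%; inactives centre near -7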
KCNQ1 block = human KCNQ1 channel inhibition | CHO-K1 KCNQ1, FluxOR thallium flux fluorescence; hits give high values | B-score at 10 µM | hit rate 1.3% among 310,000;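 active = compounds whose thallium flux B-score, printed positive for inhibition, exceeds three library SD while starting fluorescence stays within three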;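 note: channel opened by potassium depolarization with thallium stimulus after 20 min compound exposure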
TMEM16A act = activators or potentiators of mouse TMEM16A chloride channel. Q8BHY3. HEK293 TMEM16A/YFP-H148Q/I152L, iodide quench fluorescence; hits give low values. B-score at 10 µM. hit rate 0.3% among 340,000;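 active = fluorescence-ratio B-score plate-corrected deviation score at least 3 library SD below zero, with starting fluorescence score within 5 deviations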;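 note: channel opened by trigger with iodide after compound preincubation; score built on the fluorescence ratio of max minus min over baseline; more negative score means more quench and so TMEM16A activation or potentiation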
KCNK9 block = human KCNK9 channel inhibition. HEK293 KCNK9, FluxOR thallium flux fluorescence; hits give low values. B-score at 10 µM. hit rate 1.2% among 310,000;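 active = ratio B-score over 3 SD below the library mean, with starting fluorescence within 5 SD of its mean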;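 note: negative B-score means less thallium flux so channel inhibition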
* marks the source's active call; other numbers are inactive results; i = inactive; · = no result given.

SMILES	RGS4 act	HDAC3 inh	ANO1 block	SKKanGAS inh	KCNK3 block	RGS4 block	KCNQ1 act	hERG rescue	KCNQ1 block	TMEM16A act	KCNK9 block
O=C(Cn1c(-c2ccccc2)noc1=O)N1CCC(Cc2ccccc2)CC1	i	-4	i	-4	i	i	i	-16	i	i	i
O=C(NCCCN1CCOCC1)c1onc(CSc2ccncc2)c1C(=O)NCCCN1CCOCC1	i	-6	i	2	i	i	i	-7	i	i	i
COc1ccc(N(CC(=O)NCCSCc2ccc(Cl)cc2)S(C)(=O)=O)cc1Cl	i	12	i	16	i	i	i	-7	i	i	i
C/C(=N/O)c1ccc(N2C(=O)C3C4C=CC(C3C2=O)C2C3C(=O)N(c5ccc(/C(C)=N/O)cc5)C(=O)C3C42)cc1 (stereo not given)	i	-1	i	-2	·	i	i	-11	i	·	i
CCOC(=O)c1nnn(-c2nonc2-n2cccc2)c1CCl	i	4	i	4	i	i	i	-10	i	i	i
COC(=O)COc1ccc(S(=O)(=O)Nc2ccccc2SC)cc1	i	-1	i	-7	i	i	i	-23	i	i	i
N[C@@H](Cc1ccccc1)C(=O)N1CCC(C(=O)N[C@@H](CCC(=O)O)C(=O)O)CC1	i	9	i	5	i	i	i	0	i	i	i
Cc1ccc(/C=C2\C(=N)N3N=C(CC(=O)N4CCOCC4)SC3=NC2=O)o1	i	-1	i	1	i	i	i	-6	i	i	i
O=C(CSc1nnc(Nc2ccccc2)s1)NCc1cccs1	i	3	i	-1	i	i	i	-4	i	i	i
CC1CC(C)CN(C(=O)C(Cc2ccccc2)n2cccc2)C1 (stereo not given)	i	7	i	-9	i	i	i	-13	i	i	i
O=S(=O)(c1cccs1)N1CCN(c2ccnc3cc(Cl)ccc23)CC1	i	6	i	2	i	i	i	-6	i	i	i
Cc1ccc(NC(=O)CCn2c(=O)[nH]c3ccsc3c2=O)cc1F	i	-7	i	16	i	i	i	-11	i	i	i
O=Cc1cn(Cc2ccccc2)nc1-c1cccnc1	i	1	i	-4	i	i	i	-10	i	i	i
CCOC(=O)Nc1cc(=O)c2ccccc2o1	i	3	i	-1	i	i	i	-6	i	i	i
CC(=O)OCCN1C(=O)c2ccc(-c3nc4ccccc4c(=O)o3)cc2C1=O	i	-2	i	-8	i	i	i	-17	i	i	i
CCOc1ccc2nc(NS(C)(=O)=O)sc2c1	i	-4	i	0	i	i	i	-17	i	i	i
COn1c(=O)c(=O)n(OC)c2ccccc21	i	-5	i	1	i	i	i	-3	i	i	i
COc1ccccc1/C=C/c1nc(S(=O)(=O)c2ccccc2)c(NCCN(C)C)o1	i	0	i	10	i	i	i	-3	i	i	i
CCc1ccc(CNC(=O)CCc2nnc(CCc3ccc(OC)cc3)o2)nc1	i	-5	i	-12	i	i	i	-7	i	i	i
CCCCN(C(=S)Nc1ccccc1)C1CCS(=O)(=O)C1 (stereo not given)	i	-1	i	-8	i	i	i	-4	i	i	i
O=C(CN1CCCCC1CO)c1ccc(OC(F)F)cc1 (stereo not given)	i	10	i	·	i	i	i	-12	i	i	i
O=C(CSc1ncnc2scc(-c3ccccc3)c12)N1CCN(Cc2ccc3c(c2)OCO3)CC1	i	3	i	15	i	i	i	-10	i	i	i
COc1cccc(C(=O)COC(=O)C2CC3CCCC(C2)C3=O)c1 (stereo not given)	i	0	i	-6	i	i	i	-11	i	i	i
COCCN(C(=O)CCC(=O)Nc1ccccn1)C(C(=O)NC(C)C)c1ccc(C)cc1 (stereo not given)	i	-3	i	-3	i	i	i	-4	i	i	i
O=C(CCc1ccc(S(=O)(=O)N2CCOCC2)cc1)Nc1ccc(N2CCOCC2)cc1	i	-1	i	-4	i	i	i	-6	i	i	i
COC(=O)CCC/C=C1/SCC(NC(=O)c2ccccc2)C1O (stereo not given)	i	13	i	-5	i	i	i	-11	i	i	i
CCN(c1ccccc1)S(=O)(=O)c1ccc(Cl)c(NC(=O)COC(=O)C2CC2C)c1 (stereo not given)	i	2	i	-2	i	i	i	-7	i	i	i
O=c1c2ccccc2n(Cc2cccc(F)c2)c(=O)n1C1CCCC1	i	-6	i	30	-12*	i	i	-5	9*	i	-7.7*
Cc1ccc2nsnc2c1S(=O)(=O)NCc1ccncc1	i	4	i	-1	i	i	i	-5	i	i	i
CC(C)(C)C1CCC2(CC1)NC(=S)N(c1ccccc1)N2 (stereo not given)	i	11	i	17	i	i	i	-6	i	i	i

Full records as entered above. Order of values: RGS4 act | HDAC3 inh | ANO1 block | SKKanGAS inh | KCNK3 block | RGS4 block | KCNQ1 act | hERG rescue | KCNQ1 block | TMEM16A act | KCNK9 block
CC(C)(C)C1CCC2(CC1)NC(=S)N(c1ccccc1)N2 (stereo not given) is entered as i | 11 | i | 17 | i | i | i | -6 | i | i | i
Cc1ccc2nsnc2c1S(=O)(=O)NCc1ccncc1 is entered as i | 4 | i | -1 | i | i | i | -5 | i | i | i

Returning to the listing with the 4 entries that preceded the break.
SMILES	RGS4 act	HDAC3 inh	ANO1 block	SKKanGAS inh	KCNK3 block	RGS4 block	KCNQ1 act	hERG rescue	KCNQ1 block	TMEM16A act	KCNK9 block
CCN(c1ccccc1)S(=O)(=O)c1ccc(Cl)c(NC(=O)COC(=O)C2CC2C)c1 (stereo not given)	i	2	i	-2	i	i	i	-7	i	i	i
O=c1c2ccccc2n(Cc2cccc(F)c2)c(=O)n1C1CCCC1	i	-6	i	30	-12*	i	i	-5	9*	i	-7.7*
Cc1ccc2nsnc2c1S(=O)(=O)NCc1ccncc1	i	4	i	-1	i	i	i	-5	i	i	i
CC(C)(C)C1CCC2(CC1)NC(=S)N(c1ccccc1)N2 (stereo not given)	i	11	i	17	i	i	i	-6	i	i	i
O=C(CCCC(=O)N(CC(=O)NC1CCCC1)Cc1ccc(F)cc1)Nc1ccccn1	i	-3	i	0	i	i	i	-5	i	i	i
COC(=O)C1=C(C)N(c2cccc(C(C)=O)c2)C(=O)C1	i	1	i	-3	i	i	i	-15	i	i	i
CSc1nc(=O)n2cc(C)ccc2n1	i	3	i	2	i	i	i	-7	i	i	i
C/C(=N\NC(=O)c1cccc(S(=O)(=O)Nc2cccc(Cl)c2)c1)c1cccs1	i	6	i	13	i	i	i	-4	i	i	i
COc1ccc(-c2cc(C(=O)NNC(=O)c3csc(N4CCOCC4)n3)c3ccccc3n2)cc1OC	i	1	i	15	i	i	i	-33	i	i	i
C=CCSc1cc(C)nc2c(-c3ccccc3)c(C)nn12	i	1	i	20	i	i	i	-13	i	i	i
O=[N+]([O-])c1ccc(-c2nn(-c3ccccc3)cc2/C=N/n2c(-c3cccs3)n[nH]c2=S)cc1	i	9	i	18	i	i	i	-9	i	i	i
N#C/C(=C/c1ccc(N2CCOCC2)c([N+](=O)[O-])c1)C(N)=O	i	3	i	-1	i	i	i	0	i	i	i
Cc1cc(C)cc(OCC(=O)OC/C(O)=C(\C#N)c2nc3ccccc3[nH]2)c1	i	4	i	4	i	i	i	0	i	i	i
CC(C)N(Cc1ccccc1)S(=O)(=O)c1ccc(F)cc1	i	4	i	4	i	i	i	-10	i	i	i
Cc1cc2ncn(CC3CC3(Cl)Cl)c2cc1C (stereo not given)	i	-5	i	-1	i	i	i	-9	i	i	i
CC(=O)c1c(N2CCN(c3ccccc3)CC2)nc(=S)n(-c2ccccc2)c1C	i	6	i	0	i	i	i	-6	i	i	i
COc1ccccc1NC(=O)N1CCN(Cc2ccc3c(c2)OCO3)CC1	i	4	i	-6	i	i	i	-9	i	i	i
CCOc1ccc(NC(=S)NCc2cccnc2)cc1	i	0	i	3	i	i	i	-9	i	i	i
COc1ccc(N2CCN(Cc3nc(N)nc(Nc4ccccc4OC)n3)CC2)cc1	i	5	i	23	i	i	i	-4	i	i	i
O=c1cc(-c2ccccc2Cl)oc2c(NS(=O)(=O)c3cccc4nsnc34)ccc(O)c12	i	12	i	31	i	i	i	-7	i	i	i
O=C(NCc1ccco1)C(=O)c1cn(CC(=O)N2CCCC2)c2ccccc12	i	5	i	·	i	i	i	3	i	i	i
Cc1cccc(NC(=O)c2nc[nH]c2C(=O)N[C@@H](C)C(=O)OC(C)(C)C)c1	i	-10	i	5	i	i	i	-3	i	i	i
Cc1cc(=O)n(-c2ccccc2Cl)[nH]1	i	-3	i	-3	i	i	i	-4	i	i	i
Cc1ccnc2c(N3C(=O)C4C5C=CC(C5)C4(C)C3=O)cccc12 (stereo not given)	i	3	i	-3	i	i	i	-6	i	i	i
Cc1ccnc(SC2CC(=O)N(c3ccc(C(C)C)cc3)C2=O)n1 (stereo not given)	i	-4	i	4	i	i	i	-6	i	i	i
Cc1ccc(C(CC(=O)c2ccc(Cl)cc2)C(=O)O)cc1 (stereo not given)	i	1	i	14	i	i	i	-9	i	i	i
CNC(=S)N(C1=NCC(c2ccc([N+](=O)[O-])cc2)S1)c1ccccc1 (stereo not given)	i	-2	i	0	i	i	i	-8	i	i	i
O=C(Nc1ccccc1F)c1cc(Cl)sc1Cl	i	9	i	0	i	i	i	-4	i	i	i
Cc1cc(NC(=O)c2ccc(S(=O)(=O)N(C)C)cc2)n(-c2ccccn2)n1	i	1	i	3	i	i	i	-14	i	i	i
CCN(CC(=O)NCc1cccs1)C(=O)c1ccc(NS(=O)(=O)c2ccc(F)cc2)cc1	i	-2	i	2	i	i	i	-8	i	i	i
Cc1cccc(NC(=O)CCNS(=O)(=O)c2cc(Br)cnc2N)c1C	i	8	i	-2	i	i	i	-6	i	i	i
COc1ccc(S(=O)(=O)N2CCCC2)cc1OC	i	-15	i	-1	i	i	i	-6	i	i	i
C/C(=N\NC(=O)c1ccc(Cn2cc(Br)cn2)o1)c1cccc(NC(=O)C(C)C)c1	i	1	i	-1	i	i	i	-7	i	i	i
O=C(Nc1ccc(Cl)cc1Cl)C1=Cc2ccccc2OC1	i	-4	i	0	i	i	i	-7	i	i	i
CN(c1ccc(C(=O)N2CCCCCC2)cc1)S(=O)(=O)c1ccc(Cl)cc1	i	1	i	3	i	i	i	-7	i	i	i
COc1ccc(Cc2nnc(N/N=C/c3ccccc3O)[nH]c2=O)cc1OC	i	0	i	2	i	i	i	-4	i	i	i
O=C(O)CN1C(=O)c2cccc3c(Br)ccc1c23	i	1	i	-5	i	i	i	-5	i	i	i
